# LAP4-GFP MLPCN = modulators of LAP4-GFP expression in yeast, primary screen, S. cerevisiae, multiplex flow cytometry, MLPCN library; hit rate 0.34% among 320,000; GFP response vs DMSO, % at 10 µM; 3 h; median GFP as percent of DMSO wells;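 active = GFP response vs DMSO above a set limit, about the screen mean plus 3 SD, cut at about 150% in these data; inconclusive = under 70 cell events counted for the yeast strain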
# proCasp7 act = procaspase-7 activators, primary screen, counter-screen for procaspase-3 activator project, biochemical, absorbance, HTS, human; Caspase-7 (Homo sapiens), P55210; recombinant procaspase-7, Ac-DEVD-pNA absorbance 405 nm; D23A/D198A/D206A triple mutant, cannot self-cleave; scale: DMSO 0, 5 µM enzyme 100; activation, % at 8.5 µM; hit rate 0.093% among 330,000;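 active = percent activation above the screen-wide mean plus 3 SD, cut at about 25% in these data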
#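 Test system: Procaspase-7 triple mutant (PC-7 D3A). Also added: Ac-DEVD-pNA substrate, 400 µM as added. Schedule: 1 h enzyme–compound preincubation and 2 h substrate reaction, both 25 °C. Signal: p-Nitroaniline absorbance at 405 nm, read at 0 and 120 min. Control set: low DMSO alone, high DMSO plus 5 µM PC-7.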
# proCasp3 act = activators of human procaspase-3 D3A mutant, primary screen, biochemical, absorbance, PC-3 D3A mutant, single concentration; Caspase-3 (Homo sapiens), P42574; recombinant procaspase-3 D3A, Ac-DEVD-pNA absorbance 405 nm; activation, % at 8.5 µM; hit rate 0.11% among 330,000;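 active = activation above the mean of all tested compounds plus 3 SD, cut at about 21% in these data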;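 note: 0% = DMSO alone and 100% = DMSO wells spiked with extra 5 µM PC-3 D3A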
# Target sequence (P42574 whole entry D9A/D28A/D175A): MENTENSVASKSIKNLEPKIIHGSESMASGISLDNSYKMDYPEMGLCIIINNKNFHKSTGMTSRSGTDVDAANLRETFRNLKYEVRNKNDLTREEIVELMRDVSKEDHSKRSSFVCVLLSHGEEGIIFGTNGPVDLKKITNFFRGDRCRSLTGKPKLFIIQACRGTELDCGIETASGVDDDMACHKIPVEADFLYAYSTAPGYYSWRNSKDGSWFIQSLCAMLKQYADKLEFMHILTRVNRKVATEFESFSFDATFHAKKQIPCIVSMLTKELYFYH
#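 Assay system: Procaspase-3 D3A mutant, all three cleavage aspartates alanine. Buffer or medium: Zinc-free HEPES saline buffer with Triton X-100. Times: 1 h compound preincubation, 2 h substrate hydrolysis at 25 °C. Measured by: 405 nm absorbance of p-nitroaniline, reads at 0 and 120 min. Read-out basis: percent activation relative to control range. Replicates: singlicate.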
# AGP1-GFP MLPCN = modulators of AGP1-GFP expression in yeast TOR pathway, primary screen, cell-based, multiplex flow cytometry, S. cerevisiae, MLPCN library. GFP response vs DMSO, % at 10 µM. 3 h; GFP as percent of DMSO wells. hit rate 0.02% among 320,000. AID 2066, 2009;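 active = GFP response relative to DMSO above a set limit, near screen average plus 3 SD, cut at about 150% in these data; inconclusive = fewer than 70 cells counted for the yeast strain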;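 note: median GFP channel fluorescence of the gated AGP1 strain per well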
# MEP2 TOR yeast = modulators of MEP2-GFP levels in yeast, primary screen, S. cerevisiae, multiplex flow cytometry, MLPCN library | GFP response vs DMSO, % at 10 µM | hit rate 0.51% among 330,000 | S. cerevisiae MEP2-GFP strain, 3 h; 100% = DMSO control level;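 active = GFP response versus DMSO above a set limit, roughly screen mean plus 3 SD, cut at about 180% in these data; inconclusive = fewer than 70 cells counted for a yeast strain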;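 note: median GFP fluorescence of the barcode-gated MEP2-GFP cells per well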
# RPL19A TOR yeast = RPL19A-GFP expression modulators in yeast, primary screen, cell-based, S. cerevisiae, multiplex flow cytometry, MLPCN. S. cerevisiae RPL19A-GFP strain, 3 h; hits give low values. percent response vs DMSO, % at 10 µM. hit rate 0.3% among 330,000;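 active = percent response vs DMSO below 50%; inconclusive = fewer than 70 events counted for the yeast strain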;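 note: median channel GFP fluorescence of the barcoded RPL19A-GFP strain; ratio of sample median GFP to plate DMSO average so 100% = DMSO; lower means less RPL19A-GFP as with rapamycin TOR inhibition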
# AHR act = AHR activators, primary screen, cell-based, luminescence, luciferase reporter, human | hit rate 2.5% among 320,000 | AID 2796, 2010 | activation, % at 5 µM | Aryl hydrocarbon receptor (Homo sapiens), P35869 | AHR-responsive luciferase reporter cells; in the data active = activation above about 47%;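 note: 0% = vehicle wells and 100% = reference agonist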
# Target sequence (P35869 whole entry, looked up): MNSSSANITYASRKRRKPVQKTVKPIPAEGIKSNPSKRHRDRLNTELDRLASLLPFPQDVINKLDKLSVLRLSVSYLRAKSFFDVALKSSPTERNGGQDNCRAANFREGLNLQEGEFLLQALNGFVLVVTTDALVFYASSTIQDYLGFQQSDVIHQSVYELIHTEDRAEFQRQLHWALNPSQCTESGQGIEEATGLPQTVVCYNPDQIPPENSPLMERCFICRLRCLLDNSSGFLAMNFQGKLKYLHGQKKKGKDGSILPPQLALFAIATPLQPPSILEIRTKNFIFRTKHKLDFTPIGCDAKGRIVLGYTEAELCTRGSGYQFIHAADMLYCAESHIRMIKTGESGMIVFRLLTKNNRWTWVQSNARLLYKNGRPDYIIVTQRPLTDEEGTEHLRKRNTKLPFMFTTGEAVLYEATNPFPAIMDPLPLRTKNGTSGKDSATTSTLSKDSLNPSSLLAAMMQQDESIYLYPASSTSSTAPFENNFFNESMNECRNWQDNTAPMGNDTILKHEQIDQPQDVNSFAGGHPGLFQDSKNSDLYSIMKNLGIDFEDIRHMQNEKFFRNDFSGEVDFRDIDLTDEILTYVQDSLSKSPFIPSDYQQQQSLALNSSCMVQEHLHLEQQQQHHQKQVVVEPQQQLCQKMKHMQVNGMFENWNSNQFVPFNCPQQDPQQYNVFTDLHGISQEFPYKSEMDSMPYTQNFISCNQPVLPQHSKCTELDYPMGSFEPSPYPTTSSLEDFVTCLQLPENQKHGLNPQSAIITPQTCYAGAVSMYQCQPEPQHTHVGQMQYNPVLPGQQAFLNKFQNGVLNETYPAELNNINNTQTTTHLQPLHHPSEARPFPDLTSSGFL
# CIT2 TOR yeast = modulators of CIT2-GFP expression in yeast, primary screen, S. cerevisiae, GFP fusion, multiplex flow cytometry, MLPCN library. S. cerevisiae CIT2-GFP strain, 3 h; 100 means same as DMSO wells. GFP response vs DMSO, % at 10 µM. hit rate 0.065% among 320,000;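 active = GFP response relative to DMSO above a set limit, near the screen mean plus 3 SD, cut at about 150% in these data; inconclusive = Fewer than 70 cells measured for a yeast strain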;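 note: ratio of well median GFP fluorescence to mean of DMSO wells on the plate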
# Active calls of the source: *; ? = inconclusive; . = no result given; [ ] = remark or other dose.
SMILES,LAP4-GFP MLPCN,proCasp7 act,proCasp3 act,AGP1-GFP MLPCN,MEP2 TOR yeast,RPL19A TOR yeast,AHR act,CIT2 TOR yeast
N#Cc1c(N)c(C#N)c(-c2ccc(O)cc2)c2c1CCCC2,108,1,6,104,104,100,13,97
CC1CCCCN1C(=O)CSc1nc2ccccc2n1CC(=O)N1CCc2ccccc21 (configuration not stated),95,-10,-1,111,86,105,-1,114
CCCc1cc(=O)[nH]c(SCC(=O)c2cc(C)n(C)c2C)n1,91,-5,-2,92,92,90,2,91
CC(CCc1ccc(O)cc1)NCCC(c1ccccc1)c1ccccc1 (configuration not stated),96,-3,1,100,108,99,9,101
O=C1N[C@@H](Cc2c[nH]c3ccccc23)COC(=O)[C@H](Cc2ccc(F)cc2)C/C=C\C[C@@H]1CC(=O)N(CCO)Cc1ccccc1,106,9,1,100,98,98,5,89
O=C(COC(=O)CSc1ccc(Cl)cc1)Nc1ccccc1,95,-5,7,99,101,97,1,99
CC1(C)CSC(=S)N1S(=O)(=O)c1ccccc1,107,-7,-6,93,89,87,-1,80
CCN(CC)C(=O)OCCc1cc2ccccc2c(=O)o1,97,0,-8,96,87,93,2,92
CC(=O)N1C(=O)/C(=C2\SC(=S)N(NC(=O)c3ccc(O)cc3)C2=O)c2ccccc21,92,-27,-27,105,106,107,27,105
O=C(CNC(=O)c1ccc(Cl)cc1)Nc1ccccc1C(F)(F)F,101,10,4,103,101,99,0,100
CC(NC(=O)CSc1nc2ccccc2n1C)c1ccccc1 (configuration not stated),114,-4,9,98,100,98,1,92
CN(C)CCNC(=O)CN1C(=O)CSc2ccc(S(=O)(=O)N3CCCCC3)cc21,93,6,5,102,97,99,1,107
N#Cc1ccccc1S(=O)(=O)N1CCN(C(=O)CN2C(=O)NC3(CCCC3)C2=O)CC1,108,4,-1,110,98,99,0,105
CCc1cc2c(=O)c(-c3nc4ccccc4n3C)c(CCCC(=O)O)oc2cc1OC(=O)C(C)(C)C,101,-23,15,106,100,96,15,94
O=C(COC(=O)COc1cccc(Br)c1)Nc1ccc(F)cc1F,100,-9,7,98,97,98,0,91
Cc1ccc(C)c(S(=O)(=O)N2CCCOC2CNC(=O)C(=O)NC2CCCC2)c1 (configuration not stated),80,3,4,86,88,97,3,85
O=C(NCc1ccco1)c1noc2c1CCCCC2,106,2,7,106,106,106,0,93
COc1ccc(-n2nc3c(N)n[nH]c3cc2=O)cc1,88,4,-8,99,107,100,3,105
COc1cccc(NC(=O)CN2C(=O)c3cccnc3Oc3ccc(Cl)cc32)c1,100,1,-6,101,111,100,41,98
O=C(c1ccc([N+](=O)[O-])o1)N1CCc2ccccc21,145,7,-3,83,90,98,2,90
COc1ccccc1-n1c(SCC(=O)Nc2cccc(C(=O)O)c2)nnc1-c1ccccc1O,92,-2,-3,107,112,104,-1,109
COc1cccc(Nc2nc(CN3CCOCC3)nc3sc4c(c23)CCCC4)c1,95,-10,-9,95,110,97,14,101
CCCCN(CC)CCCNC(=O)c1cn(CC(C)C)c(=O)c2c1c1ccccc1n2C,94,1,3,98,105,105,0,100
CC(C)C[C@H]1COCCS(=O)(=O)N1Cc1cccc(C(F)(F)F)c1,100,-7,-2,101,113,98,1,102
CC(=O)c1ccc(NC(=O)C(C)Oc2ccc(N(C)S(=O)(=O)c3ccc(C)cc3)cc2)cc1 (configuration not stated),97,-5,5,98,96,101,2,102
Cc1ccc(C)c(-c2nc3cc(N)ccc3o2)c1,85,6,1,84,90,89,-3,88
CC1CCN(S(=O)(=O)c2ccc(C(=O)NNC(=O)C3CC3)cc2)CC1,103,0,-3,105,103,96,1,106
COc1cc(C2C3=C(CCCC3=O)Nc3[nH]n(-c4ccccc4)c(=O)c32)ccc1O (configuration not stated),90,-23,-10,104,110,103,0,104
O=C(c1cccc(-n2cnnn2)c1)N1CC=C(c2ccccc2)CC1,94,0,1,98,98,90,0,95
CSCCC(NC(=O)c1ccco1)C(=O)N1CCC(C(N)=O)CC1 (configuration not stated),105,11,2,103,97,96,1,95
Cc1ccc(-c2ccc(=O)n(CC(=O)NCc3ccc(F)cc3)n2)cc1,99,3,4,97,91,88,-1,93
COCC(C)NS(=O)(=O)c1ccccc1 (configuration not stated),95,-6,2,102,98,98,3,89
O=C(NC1CCCCC1)C(c1cc2c(cc1[N+](=O)[O-])OCO2)N1CCCCC1 (configuration not stated),98,1,5,109,103,106,4,105
O=C(O)C(NS(=O)(=O)c1cccc2nsnc12)c1ccccc1 (configuration not stated),102,5,4,105,96,101,0,101
COc1ccc(S(=O)(=O)Nc2ccc(C(F)(F)F)cc2)cc1OC,79[may fluoresce violet],6,-6,?,196*[may fluoresce violet],62[may fluoresce violet],-2,?
[N-]=[N+]=NCC/C=C\C1NS(=O)(=O)OCC1O (configuration not stated),103,2,6,87,94,98,1,78
Cn1c(=O)c2c(nc(N3CCCCC3)n2CCNC2=NCCC2)n(C)c1=O,92,3,0,96,100,94,-2,94
Cc1cc([N+](=O)[O-])nn1CC(=O)Nc1cccc2nonc12,115,4,2,127,106,99,2,124
NC(=S)N/N=C/C=C/c1ccccc1,116,13,5,107,107,90,-4,91
Cc1cc(C(=O)NN=Cc2ccc(-c3ccc(F)cc3)o2)c(C)o1,110,0,3,97,103,97,-3,104

# 2 entries from above, with tabs.
compound	LAP4-GFP MLPCN	proCasp7 act	proCasp3 act	AGP1-GFP MLPCN	MEP2 TOR yeast	RPL19A TOR yeast	AHR act	CIT2 TOR yeast
Cc1ccc(-c2ccc(=O)n(CC(=O)NCc3ccc(F)cc3)n2)cc1	99	3	4	97	91	88	-1	93
COCC(C)NS(=O)(=O)c1ccccc1 (configuration not stated)	95	-6	2	102	98	98	3	89

# (list continues)
SMILES,LAP4-GFP MLPCN,proCasp7 act,proCasp3 act,AGP1-GFP MLPCN,MEP2 TOR yeast,RPL19A TOR yeast,AHR act,CIT2 TOR yeast
CCCCc1c(O)nc(SCC(=O)NCC2CCCO2)[nH]c1=O (configuration not stated),85,4,-7,91,88,90,-4,90
COc1ccc(/C=C/C(=O)O)cc1COc1cccc(C)c1,103,-4,-2,103,102,98,0,91
CCOc1ccc(N(CC(=O)N/N=C/c2ccccn2)S(=O)(=O)c2ccc(Cl)cc2)cc1,67,.,.,86,96,103,.,91
CCCn1c(SCC(=O)N2CCCC(C)C2)nnc1-c1ccccn1 (configuration not stated),93,3,9,100,100,100,1,96
CCCC(=O)N1CC2(C)CN(C(=O)CCC)CC(CCC)(C1)C2=O,100,5,-4,101,101,102,0,99
Cc1cc(C)c2c(CC(=O)NC(C)C)coc2c1,102,6,-7,99,100,95,0,101
O=C(NN1C(=O)NC2(CCCCC2)C1=O)c1ccc(-c2ccccc2Cl)o1,98,13,-10,95,103,97,1,98
O=C(CNC(=O)c1ccccc1F)N/N=C/c1ccc2c(c1)OCO2,101,0,4,108,111,109,5,107
Cc1cc(C)c[n+](-c2[nH]c(=O)sc2/C=N/N=C(\[O-])c2cccnc2)c1,86,2,3,96,104,106,21,100
COc1ccc(S(=O)(=O)N2CCOC2CNC(=O)C(=O)NCCc2c[nH]c3ccccc23)cc1C (configuration not stated),100,11,2,98,95,97,9,99
CC(CNc1ccc([N+](=O)[O-])cc1)NC(=O)c1ccccc1Br (configuration not stated),99,-1,1,96,98,97,-1,98
Cc1ccccc1-c1ccccc1N,95,-2,0,99,99,108,1,102
CCOc1ccc(NC(=O)CSCc2cnn(-c3ccccc3)c2-n2cccc2)cc1,98,-4,-4,87,91,95,1,81
Nc1nnc(SCc2ccc([N+](=O)[O-])cc2)s1,90,-4,-3,98,99,104,-1,103
COn1c(C)c(C(C)=O)c2c3no[n+]([O-])c3ccc21,118,-2,4,111,114,111,1,114
O=C(O)/C=C/C(=O)N1CCN(c2ccccc2F)CC1,104,-3,7,108,107,104,2,109
CCOC(=O)N1CCC(NC(=O)C2CCCN(S(=O)(=O)c3cccnc3)C2)CC1 (configuration not stated),97,-1,6,94,100,95,-1,96
COc1ccc(/C=N/NC(=O)c2c(C)nnn2-c2nonc2N)cc1OC,99,12,6,97,87,93,-6,90
COc1ccccc1C(=O)Nc1ccc(C(=O)N2CCCC2)cc1,102,0,6,101,100,97,8,102
COc1ccc(CC(=O)NC(C)CCc2ccccc2)cc1OC (configuration not stated),91,15,3,97,107,104,5,94

# Only proCasp3 act, AHR act and RPL19A TOR yeast, for 6 of the compounds above:
Structure	proCasp3 act	AHR act	RPL19A TOR yeast
CCCCc1c(O)nc(SCC(=O)NCC2CCCO2)[nH]c1=O (configuration not stated)	-7	-4	90
COc1ccc(/C=C/C(=O)O)cc1COc1cccc(C)c1	-2	0	98
CCOc1ccc(N(CC(=O)N/N=C/c2ccccn2)S(=O)(=O)c2ccc(Cl)cc2)cc1	.	.	103
CCCn1c(SCC(=O)N2CCCC(C)C2)nnc1-c1ccccn1 (configuration not stated)	9	1	100
CCCC(=O)N1CC2(C)CN(C(=O)CCC)CC(CCC)(C1)C2=O	-4	0	102
Cc1cc(C)c2c(CC(=O)NC(C)C)coc2c1	-7	0	95

# Next section.
SMILES,LAP4-GFP MLPCN,proCasp7 act,proCasp3 act,AGP1-GFP MLPCN,MEP2 TOR yeast,RPL19A TOR yeast,AHR act,CIT2 TOR yeast
CC1CC(C)CN(CCCNC(=O)Cn2ncn3cccc3c2=O)C1 (configuration not stated),90,1,4,108,102,100,3,.
COc1ccc(/C=C2\N=C(C)OC2=O)cc1[N+](=O)[O-],161*,-3,3,87,89,98,-2,91
O=C(Nc1ccnc(-c2cccnc2)n1)c1ccc(Cl)c(Cl)c1,87,-4,-9,.,93,90,42,84
COc1ccc(OC)c(NS(=O)(=O)c2ccc(-c3coc(C)n3)cc2)c1,88,5,9,95,96,95,-2,95
COc1ccccc1Oc1ccc2c(c1)C(=O)N(c1ccc(C)cc1)C2=O,93,8,3,100,105,.,0,100
Cc1ccccc1Nc1nnc(C)c(=O)n1N,94,-5,3,108,102,101,0,104
COc1ccc(CN(C(=O)CN2C(=O)NC3(CCC(C)CC3)C2=O)C(C)Cc2cccs2)cc1 (configuration not stated),103,-4,-4,102,104,102,1,99
COc1ccc(C2CC(c3ccc(Br)cc3)Nc3nc(N)nn32)cc1 (configuration not stated),102,6,1,107,104,105,-3,92
Cc1ccc(-n2ccc(=O)c(C(=O)O)n2)cc1,107,-3,9,102,101,105,2,97
COc1ccc2oc(C(=O)Nc3nc(-c4ccccn4)cs3)c(C)c2c1,147,-10,-6,96,110,95,-2,105
COc1ccc(CCCC(=O)O)c(C)c1,103,-1,2,97,109,96,-3,97
CCS(=O)(=O)c1nc(S(=O)(=O)c2ccc(C)cc2)c(N2CC(C)CC(C)C2)s1 (configuration not stated),107,0,-4,108,111,106,1,103
COc1ccc(N2CCN(S(=O)(=O)CCNC(=O)c3cc(=O)c4ccccc4o3)CC2)cc1,111,-9,9,106,112,102,1,103
CN1CCN(c2ccc(NC(=O)c3cccs3)cc2)CC1,113,-3,-1,107,96,97,7,92

# Screens from PubChem.
